# Keap1 Nrf2 FP – inhibitors of human Keap1-Nrf2 protein-protein interaction | hit rate 0.15% among 340,000 | Q14145 | inhibition, % at 9.4 µM | Keap1 Kelch-Nrf2 peptide fluorescence polarization, 1536-well; in the data active = inhibition above about 12%; inconclusive = no clear call, values can overlap the other calls; inactive = below about 7.3%;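 also: human Keap1 Kelch domain with fluorescein labeled Nrf2 9mer peptide probe; 0% = neutral control wells and 100% = peptide positive control; higher means more block of Keap1 binding to Nrf2 peptide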
# NSD2 HMT inh – blocks human histone methyltransferase NSD2. O96028. NSD2 peptide methylation, AlphaScreen, 120 min. inhibition, % at 12.5 µM. hit rate 0.54% among 310,000. AID 743445; in the data active = inhibition above about 50%
# SR-BI HDL uptake – blocks mouse SR-BI lipid uptake from DiI-HDL; Q61009; ldlA[mSR-BI] CHO cells, DiI-HDL uptake fluorescence, 3 h; inhibition, % at 12.5 µM; hit rate 0.96% among 320,000;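 active = mean replicate inhibition of at least 70% and a set share of replicates each scoring 70 or more; inconclusive = meets just one of the two criteria; inactive = fails both criteria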;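 also: 0% = median of neutral control wells and 100% = median of positive control wells; values of inactives mirror those of a sister screen read the other way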
# PKA-R2B activ – activates the human PKA-R2B holoenzyme complex | hit rate 0.079% among 340,000 | P22694+P31323 | activation, % at 11.4 µM | PKA-R2B holoenzyme dissociation, Cy5-IP20 fluorescence polarization; R2B truncated from residue 108, S112A mutant; 0% DMSO only, 100% 113 µM cGMP;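 active = activation above a cutoff set at the mean over all compounds plus 3 SD, cut at about 18% in these data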;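 also: higher means more holoenzyme dissociation and a rise in polarization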
# Target sequence (P31323 whole entry, looked up, other chains not shown, the tested form may be a part): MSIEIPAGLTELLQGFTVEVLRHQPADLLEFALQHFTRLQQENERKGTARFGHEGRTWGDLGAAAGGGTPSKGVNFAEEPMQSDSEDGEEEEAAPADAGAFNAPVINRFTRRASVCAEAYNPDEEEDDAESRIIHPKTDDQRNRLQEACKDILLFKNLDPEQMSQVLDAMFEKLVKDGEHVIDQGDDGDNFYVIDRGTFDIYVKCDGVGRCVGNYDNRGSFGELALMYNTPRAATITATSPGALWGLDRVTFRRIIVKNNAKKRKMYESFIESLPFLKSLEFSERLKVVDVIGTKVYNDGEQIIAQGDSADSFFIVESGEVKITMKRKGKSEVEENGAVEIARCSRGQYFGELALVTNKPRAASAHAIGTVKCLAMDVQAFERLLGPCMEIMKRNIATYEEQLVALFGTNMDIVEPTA
# LANA DNA inh – blocks KSHV LANA C-terminal domain binding to DNA | MBP-C-LANA/FAM-LBS DNA binding, fluorescence polarization | inhibition, % at 9 µM | hit rate 0.078% among 340,000 | AID 504423;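 active = highest replicate inhibition at or above 60% at 9 µM, even if other replicates fall short; inactive = all replicates below 60% inhibition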;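 also: 0% = neutral control wells and 100% = 4 µM acridine orange control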
# PvdQ inh – blocks Pseudomonas aeruginosa PvdQ acylase activity. purified PvdQ acylase, fluorescence plate reader. inhibition, % at 10 µM. hit rate 0.063% among 340,000; in the data active = inhibition above about 30%, passing the limit was not always enough; inconclusive = no clear call, values can overlap the other calls;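 also: 0% = vehicle neutral wells and 100% = reference inhibitor wells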
# RTF Ca sens inh – cardiac RTF calcium desensitization. inhibition, % at 7.15 µM. AID 493244. hit rate 0.12% among 340,000. IANBD-labeled cardiac RTF, Ca2+ fluorescence. P19429+P45379;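 active = inhibition above the mean inhibition of all tested compounds plus 3 SD, cut at about 17% in these data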;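 also: assay run at fixed EC70 calcium of 1.6 mM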
# DAGLB inhibitor – diacylglycerol lipase beta (human) inhibition; HEK293T DAGLB membrane lysate, EnzChek fluorogenic substrate; inhibition, % at 5.17 µM; hit rate 0.059% among 340,000; in the data active = inhibition above about 34%;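 also: 0% = enzyme with vehicle and 100% = wells lacking enzyme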
# Target sequence (Q8NCG7 whole entry, looked up): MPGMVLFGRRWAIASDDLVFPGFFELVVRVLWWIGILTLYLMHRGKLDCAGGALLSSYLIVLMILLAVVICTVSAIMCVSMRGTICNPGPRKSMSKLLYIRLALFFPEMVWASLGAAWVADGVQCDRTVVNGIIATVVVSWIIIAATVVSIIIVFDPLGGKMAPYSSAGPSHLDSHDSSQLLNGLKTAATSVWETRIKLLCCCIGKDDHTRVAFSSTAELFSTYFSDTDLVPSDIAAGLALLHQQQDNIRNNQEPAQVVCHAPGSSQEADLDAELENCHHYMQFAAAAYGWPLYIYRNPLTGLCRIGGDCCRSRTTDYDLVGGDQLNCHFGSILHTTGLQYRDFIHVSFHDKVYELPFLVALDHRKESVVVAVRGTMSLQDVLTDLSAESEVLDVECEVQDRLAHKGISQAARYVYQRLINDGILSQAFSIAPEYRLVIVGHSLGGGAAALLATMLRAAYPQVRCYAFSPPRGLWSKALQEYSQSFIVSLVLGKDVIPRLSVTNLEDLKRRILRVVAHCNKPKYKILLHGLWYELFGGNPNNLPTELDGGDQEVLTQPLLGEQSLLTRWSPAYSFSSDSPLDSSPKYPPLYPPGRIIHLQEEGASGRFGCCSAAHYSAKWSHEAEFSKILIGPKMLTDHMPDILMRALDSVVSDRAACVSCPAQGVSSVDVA
# Arr AP2 block – inhibitors of human beta-arrestin and AP2 interaction; FITC-arrestin peptide / GST-AP2 beads, flow cytometry; AP2 beta2 appendage carries R879A mutation; inhibition, % at 10 µM; hit rate 0.31% among 340,000; AID 504490;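 active = inhibition above a set limit, near 3 SD of compounds lacking own fluorescence, cut at about 54% in these data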;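 also: plate controls were DMSO wells for no effect and 5 µM unlabelled arrestin peptide for full effect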
#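 Measured by: flow cytometry, FL1 (488/535 nm); Material: AP2 appendage R879A on GSH beads; Evaluation: percent response; Timing: pre-incubation 12 min, peptide binding 1 h, room temperature; Also added: 50 nM FITC-arrestin peptide; Medium: PBS with 0.05% Tween 20 and 0.1% BSA.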
# SR-BI uptake up – enhances SR-BI lipid uptake from DiI-HDL; CHO ldlA[mSR-BI] cells, DiI-HDL uptake fluorescence, 3 h; 100 = double the neutral-control signal; activation, % at 12.5 µM; hit rate 0.096% among 320,000;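 active = mean replicate activation of at least 60% and every replicate at or above 60%; inconclusive = mean or all-replicate condition met, but not both; inactive = mean below 60% and not all replicates reaching 60%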;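 also: 0% = median plate neutral-control signal and 100% = twice that signal; values of inactives mirror those of a sister screen read the other way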
#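 Material: SR-BI-overexpressing, LDLR-lacking CHO cells | Dosing: Single compound concentration, delivered by pin transfer | Probe or stimulus: Labelled HDL, 10 µg/mL | Signal: Bottom-read cell fluorescence after medium removal, ex 550/em 595 nm | Schedule: 3 h, 37 °C | Evaluation: HDL uptake via cellular fluorescence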
# * = called active by the depositor; ? = inconclusive; / = not tested or not shown; & = joins results of further samples.
SMILES,Keap1 Nrf2 FP,NSD2 HMT inh,SR-BI HDL uptake,PKA-R2B activ,LANA DNA inh,PvdQ inh,RTF Ca sens inh,DAGLB inhibitor,Arr AP2 block,SR-BI uptake up
COc1ccc(N2CC(C(=O)Nc3nc4ccc(S(C)(=O)=O)cc4s3)CC2=O)cc1 (configuration not stated),-4,0,/,5,-0.1,-12,-18,2,5,/
Cc1ccc2c(=O)cc(C(=O)Nc3ccc(S(=O)(=O)Nc4onc(C)c4C)cc3)oc2c1,-4,1,-29,10,-1.6,-7,-3,3,11,29
COc1ccc(NS(=O)(=O)c2cccc(C(=O)NCC3(N4CCCCC4)CCCCC3)c2)cc1,/,1,-15,-1,/,-11,-5,3,-19,15
COc1ccc2c(c1OC)C(=O)N(c1ccc(C)cc1)C2,-3,-2,8,-9,0.4,-8,-1,0,-1,-8
O=C(OC(C(=O)Nc1ccc(Cl)cc1C(F)(F)F)c1ccccc1)C1=COCCO1 (configuration not stated),-2,-1,-1,6,1.2,-9,-5,0,7,1
CCOC(=O)c1ccc(NNC(=O)CC)c([N+](=O)[O-])c1,-5,-1,47,5,0.0,12,3,0,14,-47
NC(=O)NOCc1c(Cl)cccc1Cl,-2,-2,-6,5,1.2,-7,-14,-1,0,6
N#C/C(=C/c1ccc(-c2ccc(S(N)(=O)=O)cc2)o1)C(=O)Nc1ccccc1,4,-1,53,-4,1.6,14,-30,1,-4,-53
Cc1ccc(C(=O)Nc2ccccc2C(=O)NC(C(=O)O)C(C)C)cc1 (configuration not stated),-1,0,-20&15,6,1.9,-17&-3,-4,2,-1,20&-15
CC1CCc2c(C(=O)Nc3ccc(N4CCOCC4)cc3)csc2C1 (configuration not stated),-4,-2,2,-9,0.8,-8,6,0,2,-2
CCCOC(=O)CSc1nnc(-c2ccccc2Cl)o1,-5,-5,-15,0,-0.2,9,-8,-8,9,15
CCOC(=O)c1nnc(-c2ccccc2)nc1N1CCSCC1,1,1,33,4,0.6,-2,2,0,-4,-33
OC(c1ccccc1)(c1ccccc1)c1nccc2ccccc12,7,-1,4,7,-1.6,7,1,0,28,-4
CCc1noc(C)c1C(=O)N1CCN(c2cccc(C)c2C)CC1,-1,1,12,-15,-1.9,-13,-14,-1,-12,-12
O=C(O)COc1ccc(Cl)cc1C1CCCCC1,2,-2,-11,3,1.2,-13,0,7,8,11
COc1ccc(C(C(=O)NCCC(C)C)N(CCO)C(=O)c2snc(C(N)=O)c2N)cc1 (configuration not stated),-4,6,-12,6,2.0,-9,-10,1,1,12
O=C(Nc1nc(-c2ccccn2)cs1)c1ccc2c(c1)OCCO2,-3,/,23,-7,0.9,7,-4,-5,-3,-23
c1cnc(-c2nnc3n2CCCCC3)cn1,-6,/,8,0,1.5,-12,-9,1,6,-8
COc1cccc(C(=O)Nc2ccc(S(=O)(=O)Nc3onc(C)c3C)cc2)c1,-6,-2,-5,-5,-0.8,-7,3,4,7,5
COCCC(=O)N1CCC(Oc2ccc(C(=O)NCCCC3CCCC3)cc2)CC1,-4,-3,11,-8,-1.5,-25,4,2,-1,-11
c1ccc2nc(N3CCOCC3)c(N3CCOCC3)nc2c1,-3,-1,7,-11,1.2,-17,1,-1,-2,-7
Cc1ccccc1/C=N/NC(=O)Cn1cnc([N+](=O)[O-])n1,-2,7,-3,4,0.1,-23,-7,3,5,3
Cc1c(NS(=O)(=O)c2ccc(NCC3CCCO3)c([N+](=O)[O-])c2)c(=O)n(-c2ccccc2)n1C (configuration not stated),-5,1,/,0,1.4,-8,-19,1,-1,/
COc1ccc(NC(=O)Cc2c[nH]c3ccccc23)cc1S(=O)(=O)N1CCOCC1,-5,28,-5,6,1.5,-4,-9,-2,8,5
CCC1=C2CC[C@H]3C(=O)N(CC)C(=O)[C@H]3[C@H]2[C@@]2(Cc3ccccc3)C(=NCc3ccccc3)OC(=O)N2C1=O,-3,/,-25,7,0.2,-6,-2,2,4,25
Clc1cccc(CN2CCC(Cc3ccccc3)CC2)c1,-4,-14,-13,-10,2.3,-8,-2,-7,-12,13
O=C(CN(C(=O)c1csnn1)c1cccc(F)c1)NC1CCCC1,0,0,/,6,1.1,0,-9,-3,29,/
COc1cc2c3c(c1)/C(=C1/SC(NC(C)=O)=NC1=O)C(=O)N3C(C)(C)C=C2C,-6,-2,20,-6,0.2,0,-1,6,-2,-20
COc1ccccc1Cn1c(=S)[nH]c2cc(C(=O)NC(C)C)ccc2c1=O,1,-2,-4,-8,-1.0,-15,3,1,-17,4
O=C(NCc1ccc2c(c1)CCO2)Nc1ccccc1,-7,-2,-4,0,0.6,-10,1,-1,-9,4
COc1ccc2cc(C=NS(=O)(=O)c3ccc(C)cc3)n(C)c2c1,-3,/,-4,0,-1.7,8,-6,-3,-1,4
CC(CN1CCOCC1)OC(=O)C(c1ccccc1)c1ccccc1 (configuration not stated),2,-3,1,-1,-1.0,-8,-6,-1,10,-1
O=C(Nc1ccccc1N1CCOCC1)C1CCN(S(=O)(=O)c2ccc(F)cc2)CC1,-2,-2,4,8,-0.8,4,-17,-4,5,-4
CCCCC(CCC(=O)Nc1cc([N+](=O)[O-])ccc1O)C(=O)O (configuration not stated),0,-1,-3,-1,-0.9,-17,3,2,-9,3
CCOc1cccc2sc(=NC(=O)CCS(=O)(=O)c3ccc(F)cc3)n(C)c12,-6,-3,4,-9,1.9,13,-1,-8,5,-4
Cc1ccc(C(=O)CSc2nnc(-c3snnc3C)n2C2CC2)cc1,2,-4,3,0,0.9,-13,-3,-1,6,-3
Cc1ccc2c(c1)-c1cc(C)ccc1C2=O,2,-2,17,-9,2.4,-16,-10,-8,-5,-17
O=C(Nc1cccc(C(=O)N2CCCCC2)c1)C1CC1,-1,/,-7,2,2.0,-18,-8,-2,-4,7
O=C(O)c1cc(C2CC2)nn1-c1ccccc1,-6,0,-16,-6,0.7,-9,-3,-1,9,16
CN1CCN(c2ccc(NC(=O)c3cc([N+](=O)[O-])ccc3N3CCOCC3)cc2)CC1,-7,16,2,-7,-1.5,-7,-1,2,1,-2
CSc1ccccc1NC(=O)C1=COCCO1,-4,-1,-6,-22,-1.2,-14,-1,-6,-14,6
CSc1ccccc1OCc1cc(C(=O)N2CCC(Oc3cccnc3)CC2)no1,0,1,53,-3,0.1,-18,-5,0,4,-53
Cc1cc(C(=O)NCc2ccco2)no1,4,0,-17,1,0.3,-5,-6,2,-8,17
O=C(O)CCNS(=O)(=O)c1cccc2nsnc12,-3,/,-19,-1,-0.1,-10,-7,-1,10,19
O=C(O)CC1S/C(=N\N=C2\C(=O)Nc3ccccc32)N(c2ccc(O)cc2)C1=O (configuration not stated),-5,1,/,-6,2.8,-14,-3,4,-8,/
O=C(CN(Cc1ccccc1)C(=O)c1csnn1)NCc1ccc2c(c1)OCO2,3,2,-19,5,-2.0,21,9,-4,7,19
O=C(Oc1nsnc1N1CCOCC1)N1CCOCC1,-2,-3,4,-2,1.4,-6,-2,1,9,-4
COc1ccc2[nH]c3c(c2c1)CCN1C(=O)C(CC(=O)NCCCn2ccnc2)C[C@H](C(=O)N2CCOCC2)[C@@]31CCC1CCCC1 (some centres not stated),-6,/,-5,4,3.3,-14,-4,2,8,5
O=C1OCCN1C(=O)[C@H]1[C@H](c2ccc(Cl)cc2)C(c2cccc(Cl)c2)=NN1c1ccc(Br)cc1,-4,/,1,2,-0.9,-13,-2,-5,-11,-1
CCN(CC(=O)Nc1ccc(NC(C)=O)cc1)C(=O)c1sc2nc3n(c(=O)c2c1C)CCC3,-2,1,3,-10,0.8,-4,-6,-2,8,-3
CCn1c(SCC(=O)NC2CC2)nnc1-c1ccc(F)cc1,3,-1,-2,-7,-0.8,-13,-6,-1,-19,2
COc1cccc(NC(=O)C2CCCC2)c1,1,/,-17,4,1.5,-4,-13,0,11,17
CNc1ccccc1NC(=O)C1CCCN1C(=O)OCc1ccccc1 (configuration not stated),0,2,5,6,1.0,-13,2,3,-1,-5
O=C(NC(=S)N1CCN(c2ccccc2)CC1)c1c(F)cccc1F,-1,-3,-6,0,0.2,-15,-12,-2,-19,6
COc1cc(/C=N/NC(=O)NC2CCCCC2)cc(OC)c1O,-7,26,24,-2,-1.6,-12,2,1,5,-24
CCc1nc(C)cn1S(=O)(=O)c1cc([N+](=O)[O-])ccc1Cl,2,9,-4,-2,-0.7,3,-9,1,8,4
O=C(c1cccc(S(=O)(=O)N2CCOCC2)c1)N(Cc1ccco1)Cc1cccs1,-6,-3,0,-10,-1.1,1,-3,1,-7,0
COc1ccc(N2CCN(C(=O)Cn3cnc4c(cnn4-c4ccc(C)cc4)c3=O)CC2)cc1,0,-1,13,-6,1.4,7,-4,-4,-6,-13
Cc1ccc(C(=O)N/C(=C/c2ccco2)C(=O)O)cc1,-1,-1,-11,2,4.5,2,1,-3,39,11
COc1ccc(N2CCN(CCCNC(=O)C3CCN(S(=O)(=O)N4CCOCC4)CC3)CC2)cc1,2,1,17,3,-0.5,-3,2,1,6,-17
# Following part
SMILES,Keap1 Nrf2 FP,NSD2 HMT inh,SR-BI HDL uptake,PKA-R2B activ,LANA DNA inh,PvdQ inh,RTF Ca sens inh,DAGLB inhibitor,Arr AP2 block,SR-BI uptake up
CC1CCN(S(=O)(=O)N2CCC(C(=O)NCc3cccnc3)CC2)CC1,-5,/,-8,-3,1.9,-8,-12,1,15,8
COCCn1c(C)cc(C(=O)CN2c3cccc4cccc(c34)S2(=O)=O)c1C,5,-1,7,5,0.7,-4,-1,2,18,-7
CCN(C[C@H]1N[C@@](CC)(C(=O)OC)[C@H]2C(=O)N(Cc3ccccc3)C(=O)[C@@H]12)S(=O)(=O)c1ccc(C)cc1,-5,/,/,-9,-1.2,-10,-2,-4,-7,/
CCOC(=O)c1c(C)[nH]c(C(=O)OCC(=O)Nc2sccc2C(N)=O)c1C,-6,1,43,-4,-1.0,-13,-5,2,-1,-43
COC(=O)c1ccc(Oc2nc(Nc3ccc(C)c(C)c3)nc(N(C)C)n2)cc1,-6,9,24,-3,-0.6,-5,-2,-10,-10,-24
Cc1ncc([N+](=O)[O-])n1CCOC(=O)Nc1ccc(Cl)c(Cl)c1,-3,9,33,-2,0.6,-3,14,2,6,-33
Cc1c(O)c(S(=O)c2ccccc2)c(=O)n(-c2ccccc2)c1-c1ccccc1 (configuration not stated),?,-4,-1,-6,0.6,-9,-9,4,0,1

# Screens (PubChem)
